Rab2 wt GTP: modulators of GTP binding to Rab2A wildtype, primary screen, biochemical, dog, bead-based flow cytometry, multiplex | GST-Rab2 wt beads, Bodipy-GTP binding | Ras-related protein Rab-2A (Canis lupus familiaris), P61105 | actives 0.19% (n = 190,000) | GTP binding activity, % at 10 µM;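 active = GTP binding activity at least 20 points away from 100%, either lowered or raised; inconclusive = signal likely due to the compound's own green fluorescence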;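 note: 0% = beads with excess unlabeled GTP and 100% = no-compound control corrected for plate trend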
Rac1 act GTP bind: GTP binding modulators of activated mutant Rac1, primary screen, biochemical, bead-based flow cytometry, multiplex, fluorescent GTP | Ras-related C3 botulinum toxin substrate 1 (Homo sapiens), P63000 | GST-Rac1 activated beads; actives lie on both sides; 100% means binding = to untreated wells | percent activity (GTP binding), % at 10 µM | actives 0.11% (n = 190,000);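 active = GTP binding at least 20 percentage points away from the 100% baseline, in either direction, so actives lie on both sides; inconclusive = Compound likely fluorescent itself, or too few beads counted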
Rac1 wt modul: wildtype Rac1 GTP binding modulators, primary screen, biochemical, GST-Rac1 beads, flow cytometry, multiplex; AID 757, 2007; fluorescent GTP binding; actives lie on both sides; 0 = cold GTP competed, 100 = untreated; Ras-related C3 botulinum toxin substrate 1 (Homo sapiens), P63000; GTP binding activity (% of control), % at 10 µM; actives 0.27% (n = 190,000);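 active = GTP binding activity at least 20 points away from the 100% control level, either lower or higher; inconclusive = compound flagged as likely green fluorescent, judged across all proteins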
Rab7 wt GTP bind: modulators of GTP binding to Rab7, primary screen, biochemical, wildtype, multiplex bead flow cytometry. Rab7 GTPase wild type (dog), Bodipy-FL-GTP binding. GST-Rab7 beads, fluorescent GTP binding; actives lie on both sides; untreated = 100%, excess cold GTP = 0%. GTP binding activity (percent of control), % at 10 µM. actives 0.055% (n = 190,000);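 active = fluorescent GTP binding to Rab7 beads changed by at least 20 points from the 100% baseline, either direction, mostly lower; inconclusive = compound itself probably fluorescent, or too few beads counted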;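 note: median green fluorescence of bound Bodipy-FL-GTP per Rab7 bead population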
Bcl-W Bim block: inhibitors of Bim binding to Bcl-W, primary screen, biochemical, multiplexed, bead-based flow cytometry. Bcl-2-like protein 2 (Homo sapiens), Q92843. Bim peptide-Bcl-W binding. inhibition, % at 10 µM. actives 0.02% (n = 190,000). AID 952, 2007;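 note: 0% = bound tracer without compound and 100% = peptide blocker; higher means less fluorescent Bim peptide bound to Bcl-W beads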
Bim-Bcl-XL: inhibitors of Bim-Bcl-XL binding, primary screen, biochemical, multiplexed, bead flow cytometry, human Bcl-XL; Bcl-2-like protein 1 (Homo sapiens), Q07817; Bim peptide-Bcl-XL binding, fluorescence; inhibition, % at 10 µM; actives 0.04% (n = 190,000); AID 1007, 2008
HRas wt GTP: modulators of GTP binding to HRas wildtype, primary screen, biochemical, bead-based flow cytometry, multiplex; GTP binding activity, % at 10 µM; GTPase HRas (Homo sapiens), P01112; actives 0.14% (n = 190,000); GST-Ras wt beads, Bodipy-FL-GTP binding; actives lie on both sides;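 active = GTP binding activity at least 20% away from the 100% baseline, either lowered as inhibitor or raised as activator; inconclusive = flagged as likely green fluorescent, judged across all proteins in the well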;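 note: 0% = unlabeled GTP competition control and 100% = no-compound control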
Target sequence (P01112 whole entry, looked up): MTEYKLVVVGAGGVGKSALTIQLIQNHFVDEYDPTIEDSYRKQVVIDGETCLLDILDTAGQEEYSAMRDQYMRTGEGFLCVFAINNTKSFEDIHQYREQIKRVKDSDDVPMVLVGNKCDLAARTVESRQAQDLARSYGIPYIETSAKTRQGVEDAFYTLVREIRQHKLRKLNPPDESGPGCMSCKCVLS
Cdc42 wt: modulators of GTP binding to wildtype Cdc42, primary screen, biochemical, multiplex bead flow cytometry, Bodipy-GTP; Cell division control protein 42 homolog (Homo sapiens), P60953; GST-Cdc42 beads; actives lie on both sides; percent activity (GTP binding), % at 10 µM; actives 0.2% (n = 190,000);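 active = percent activity GTP binding at least 20 points away from the 100% baseline, either down as inhibitor or up as activator; inconclusive = compound flagged as likely green fluorescent from well-wide comparison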;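 note: median bead fluorescence of bound Bodipy-FL-GTP at 100 nM; 0% = excess unlabeled GTP control and 100% = no compound control; below 100% means less GTP binding so inhibitor and above means activator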
Target sequence (P60953 whole entry, looked up): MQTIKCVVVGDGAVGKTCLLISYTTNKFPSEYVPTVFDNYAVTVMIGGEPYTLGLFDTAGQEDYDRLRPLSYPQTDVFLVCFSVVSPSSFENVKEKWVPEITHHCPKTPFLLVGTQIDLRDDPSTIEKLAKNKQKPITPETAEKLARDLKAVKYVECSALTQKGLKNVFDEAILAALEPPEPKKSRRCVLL
Bcl-B Bim block: inhibitors of Bim-Bcl-B binding, primary screen, biochemical, multiplexed, human Bcl-2 family. Bcl-2-like protein 10 (Homo sapiens), Q9HD36. bead-based flow cytometry, Bim peptide-Bcl-B binding. inhibition, % at 10 µM. actives 0.073% (n = 190,000). AID 951, 2007;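 note: 0% = tracer peptide without compound and 100% = reference inhibitor peptide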
Target sequence (Q9HD36 whole entry, looked up): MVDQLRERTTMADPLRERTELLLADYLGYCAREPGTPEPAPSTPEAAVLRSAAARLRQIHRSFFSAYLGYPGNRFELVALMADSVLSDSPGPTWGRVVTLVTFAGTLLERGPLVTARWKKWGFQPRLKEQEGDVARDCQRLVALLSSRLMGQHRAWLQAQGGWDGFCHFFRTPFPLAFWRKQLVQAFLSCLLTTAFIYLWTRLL
Bfl-1 Bim block: inhibitors of Bim binding to Bfl-1, primary screen, biochemical, multiplexed, bead-based flow cytometry | AID 1008, 2008 | Bim-Bfl-1 binding inhibition | Bcl-2-related protein A1 (Homo sapiens), Q16548 | actives 0.12% (n = 190,000) | inhibition, % at 10 µM;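 note: 0% = wells without compound plus tracer and 100% = blocker peptide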
Bim-Bcl-2: inhibitors of Bim-Bcl-2 binding, primary screen, biochemical, multiplexed, human Bcl-2 family. AID 950, 2007. actives 0.06% (n = 190,000). inhibition, % at 10 µM. Bead-based flow cytometry, Bim peptide-Bcl-2 binding; in the data active = inhibition above about 40%; inconclusive = no clear call, values can overlap the other calls;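 note: 0% = no compound wells with probe peptide and 100% = reference peptide inhibitor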
Target sequence (P10415 whole entry, looked up): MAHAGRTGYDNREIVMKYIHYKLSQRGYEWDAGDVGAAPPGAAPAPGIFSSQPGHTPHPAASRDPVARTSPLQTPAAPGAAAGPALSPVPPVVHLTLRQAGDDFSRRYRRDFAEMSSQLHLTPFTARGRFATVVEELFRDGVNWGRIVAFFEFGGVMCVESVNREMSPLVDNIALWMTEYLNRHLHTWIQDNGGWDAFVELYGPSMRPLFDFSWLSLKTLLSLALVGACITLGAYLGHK
Numbers without * were called inactive; ? = inconclusive. Cut-off read from the data, not from the text of the source, unless noted: active = inhibition above about 40%.

Each structure is followed by: Bim-Bcl-2, Bfl-1 Bim block, Bcl-W Bim block, Rac1 act GTP bind, HRas wt GTP, Rac1 wt modul, Rab2 wt GTP, Bim-Bcl-XL, Cdc42 wt, Bcl-B Bim block, Rab7 wt GTP bind
CCC(=NC1CC(C)(C)NC(C)(C)C1)C1=C(O)CC(C)(C)CC1=O
    -3, -8, 2, 100, 101, 98, 99, -1, 100, -4, 101
CCOC(=O)C1=C(N)n2c(s/c(=C/c3ccccc3)c2=O)=C(C(=O)OCC)C1c1ccccc1 (stereo not given)
    0, 0, 0, 97, 98, 97, 96, 1, 99, 1, 98
Cc1cc(C)n(C(=O)Cn2nc([N+](=O)[O-])cc2C)n1
    1, -5, -2, ?, ?, ?, ?, 0, ?, 0, ?
Cc1ccc(C(=O)NC2CCS(=O)(=O)C2)cc1S(=O)(=O)N1CCCCC1 (stereo not given)
    -8, -16, -1, 104, 103, 109, 104, -8, 104, -13, 100
O=C(/C(=C/O)N=Nc1ccc(Cl)cc1)c1ccncc1
    -1, 2, -2, 94, 95, 95, 94, -1, 98, 0, 94
CC1(C)CC(NC(=O)c2cccc3ccccc23)CC(C)(C)N1
    1, -1, 0, 98, 99, 103, 100, 0, 101, 0, 94
OCCN1CCN(CC(O)COc2ccc(C34CC5CC(CC(C5)C3)C4)cc2)CC1 (stereo not given)
    0, -6, -2, 94, 100, 95, 98, -3, 98, -10, 104
CCCC(NC(=S)NCC1CCCO1)C12CC3CC(CC(C3)C1)C2 (stereo not given)
    -5, -3, -6, 93, 97, 95, 98, -4, 97, -4, 95
O=C(CC1S/C(=N/N=C/c2ccco2)NC1=O)Nc1cccc(Cl)c1Cl (stereo not given)
    -3, -4, -1, 94, 97, 100, 96, -3, 96, -2, 97
Cc1nnc(-c2cnn(-c3ccccc3)c2N)n1Cc1ccc(F)cc1
    -1, 0, 0, 99, 99, 100, 101, -2, 101, 1, 98
Cn1nnnc1SCc1nc2ccccc2s1
    -2, -8, 1, 100, 97, 105, 94, -3, 100, -4, 95
CCOc1ccc(S(=O)(=O)Nc2ccccc2SC)cc1
    -2, -2, 0, 103, 103, 107, 104, 0, 105, -2, 105
Cc1ccc(NC(=O)C2C(c3ccccc3)C=CC(c3ccccc3)C2C(=O)O)cc1 (stereo not given)
    -10, -20, -2, 96, 98, 103, 98, -10, 100, -8, 101
Cn1cc([N+](=O)[O-])c(C(=O)NNC(=O)c2ccc([N+](=O)[O-])cc2)n1
    -2, -5, 1, 97, 97, 98, 97, -1, 97, -2, 100
COc1ccc(CCn2c(=O)[nH]c3cc(C(=O)N4CCN(c5ccccc5)CC4)ccc3c2=O)cc1OC
    -7, -5, -2, 97, 95, 97, 97, -6, 97, -3, 98
COc1ccc(C)cc1-n1c(-c2ccncc2)n[nH]c1=S
    -2, -3, -4, 97, 96, 101, 98, -7, 98, -3, 95
CC(C)(C)n1nnnc1C(c1ccncc1)N1CCCCCC1 (stereo not given)
    1, 0, -2, 96, 97, 97, 96, 5, 99, -1, 94
CCOC(=O)c1cnc(SCC(=O)Nc2ccc(N3CCOCC3)c(Cl)c2)nc1N
    -1, -2, 0, 91, 96, 92, 93, -3, 98, -1, 91
O=C(Nc1cccn2ncnc12)c1cccc(C(F)(F)F)c1
    -4, -5, -3, 98, 98, 102, 99, -2, 97, -2, 98
Cc1nn2c(c1-c1ccccc1)N=C(c1ccco1)CC2c1ccccc1 (stereo not given)
    -12, -13, -2, 99, 100, 102, 101, -5, 99, -9, 101
COc1ccc(-c2cnc(N)n2C)cc1
    -5, -4, -3, 98, 101, 101, 102, 0, 98, -2, 106
Fc1ccccc1C1CCN(Cc2nc(COc3ccccc3)no2)C1 (stereo not given)
    -6, -5, -3, 95, 94, 97, 93, -2, 92, -4, 91
Cc1cc(OCCn2ccnc2)ccc1C(C)C
    5, 12, 0, 101, 105, 108, 103, 1, 101, 5, 103
COc1cccc(OCCn2cccc2/C=C2/C(=N)N3OC(C)=CC3=NC2=O)c1
    -6, -7, 2, 97, 97, 101, 92, 0, 96, -5, 94
N#Cc1cc2c(nc1SCC(=O)O)CCCC2
    -12, -13, 0, 97, 100, 102, 100, -6, 100, -9, 104
COc1cccc(-n2nnnc2SCC(=O)Nc2nc3c(s2)CCCC3)c1
    3, -3, -6, 93, 98, 102, 99, -7, 100, -10, 96
NC(=O)c1ccccc1N/C=C/C(=O)c1ccc(F)cc1
    -1, 0, 0, 97, 100, 101, 99, 0, 100, 0, 100
CCOC(=O)C(=NC1CCCCC1)NNc1cccc(C(F)(F)F)c1
    -9, -6, -2, 101, 100, 106, 100, -3, 102, -5, 100
COc1cccc2c(Cl)c(CC=C(Cl)Cl)c(C)nc12
    -3, -2, 0, 94, 94, 93, 94, 0, 99, -5, 98
CN(C)c1nc2c(c(N)nn2-c2ccc(Cl)cc2)c(=O)o1
    4, 0, 0, 93, 91, 92, 86, 0, 88, 0, 99

Record cards, as listed above. Order of values: Bim-Bcl-2, Bfl-1 Bim block, Bcl-W Bim block, Rac1 act GTP bind, HRas wt GTP, Rac1 wt modul, Rab2 wt GTP, Bim-Bcl-XL, Cdc42 wt, Bcl-B Bim block, Rab7 wt GTP bind
Results for Cc1ccc(C(=O)NC2CCS(=O)(=O)C2)cc1S(=O)(=O)N1CCCCC1 (stereo not given) : -8, -16, -1, 104, 103, 109, 104, -8, 104, -13, 100
Results for O=C(/C(=C/O)N=Nc1ccc(Cl)cc1)c1ccncc1 : -1, 2, -2, 94, 95, 95, 94, -1, 98, 0, 94

Next part:
Each structure is followed by: Bim-Bcl-2, Bfl-1 Bim block, Bcl-W Bim block, Rac1 act GTP bind, HRas wt GTP, Rac1 wt modul, Rab2 wt GTP, Bim-Bcl-XL, Cdc42 wt, Bcl-B Bim block, Rab7 wt GTP bind
CCCN(c1ccc(C(=O)OC)cc1)S(=O)(=O)c1ccccc1
    -5, -3, -7, 97, 100, 102, 100, -7, 100, -6, 102
COc1cc(OC)cc(C(=O)NCC2CCCO2)c1 (stereo not given)
    -3, -20, -1, 103, 100, 109, 104, -7, 105, -7, 102
O=C(O)CCc1ccc(S(=O)(=O)NCCc2ccccc2)cc1
    -1, 0, -2, 99, 101, 102, 100, 2, 101, 0, 102
O=C1CSCN1c1ccc(Cl)c(Cl)c1
    -1, -2, -1, 96, 99, 98, 95, -1, 97, 0, 96
CCOC(=O)c1nnn(CC(=O)N2N=C(c3ccccc3)CC2c2ccccc2)c1C(=O)OCC (stereo not given)
    9, 5, -1, 97, 96, 105, 96, 1, 100, 1, 93
Cc1nnc(SCC(=O)N(C)Cc2ccccc2)[nH]c1=O
    -15, -17, -4, 100, 103, 104, 102, -7, 105, -14, 101
C=CCNC(=O)CC(=O)N/N=C/c1cccc(C)c1
    -6, -8, -1, 101, 103, 104, 103, -3, 101, -8, 104
CS(=O)(=O)N(CC(=O)Nc1ccccc1C(=O)NCCc1ccccc1)c1ccc2c(c1)OCCO2
    15, 7, 0, 98, 98, 101, 97, -1, 98, 17, 102
O=C(CCSc1ccc(Cl)c(Cl)c1)NC12CC3CC(CC(C3)C1)C2
    -5, 0, 0, 98, 101, 99, 100, 0, 99, 1, 97
COc1ccc(C2C(C(=O)OC3CCCCC3)=C(C)Nc3nnnn32)c(OC)c1OC (stereo not given)
    -1, -4, -5, 101, 101, 105, 100, 0, 101, -5, 103
Cc1cc(C)cc(NC(=O)c2ccc(CSc3nnnn3C)cc2)c1
    -16, -21, -1, 95, 97, 100, 95, -7, 101, -7, 98
COc1cccc(C(=O)Cn2c(N3CCCCC3)nc3c2c(=O)n(C)c(=O)n3C)c1
    -13, -14, 0, 105, 107, 112, 107, -7, 107, -8, 104
COc1ccc(C2/C(=C(/O)c3ccccc3)C(=O)C(=O)N2C)cc1 (stereo not given)
    8, 2, 2, 98, 98, 99, 99, -2, 98, 3, 94
CC(=O)Nc1ccc(S(=O)(=O)Nc2c(C)n(C)n(-c3ccccc3)c2=O)cc1
    -3, -1, 0, 97, 100, 98, 98, 0, 96, -1, 99
Cn1c(NC(=O)c2ccccc2Br)cc(=O)n(C)c1=O
    -4, -10, -1, 100, 104, 104, 101, -3, 103, -5, 102
CC(=O)N1c2ccc([N+](=O)[O-])cc2NC(=O)CC1C (stereo not given)
    -2, -2, -4, 99, 100, 102, 99, -7, 99, -4, 97
CC(=O)C1C(=O)CC(C)(O)C(C(C)=O)C1c1ccccc1 (stereo not given)
    2, 4, -1, 95, 97, 101, 97, 1, 99, 4, 95
COc1ccc(C2NC(C(=O)O)Cc3c2[nH]c2ccccc32)cc1OC (stereo not given)
    -8, -10, -1, 98, 98, 103, 98, -4, 99, -16, 96
COc1ccc(N2CCN(c3ccc([N+](=O)[O-])nc3)CC2)cc1
    -1, 8, 11, 92, 95, 92, 97, 5, 92, 2, 102
CCCNC(=O)CN(C)S(=O)(=O)c1ccc(F)cc1
    0, -5, -1, 99, 101, 105, 100, -2, 101, -2, 106

From PubChem BioAssay
